High-throughput results from PubChem BioAssay.
SENP1 FRET inh = inhibitors of human SENP1 SUMO protease catalytic domain | Q9P0U3 | recombinant SENP1 catalytic domain, CyPet-SUMO1-YPet FRET cleavage | inhibition, % at 10 µM | 0.21% of 360,000 active | AID 624204;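 active means inhibition at least 30% at 10 µM, raw YFP signal under a set limit, fluorescence ratio 0.5 to 1.5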;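 further: 0% = enzyme with DMSO and 100% = no enzyme wells; some results filed as inactive read as strong as hits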
Target sequence (Q9P0U3 419-644 limits assumed): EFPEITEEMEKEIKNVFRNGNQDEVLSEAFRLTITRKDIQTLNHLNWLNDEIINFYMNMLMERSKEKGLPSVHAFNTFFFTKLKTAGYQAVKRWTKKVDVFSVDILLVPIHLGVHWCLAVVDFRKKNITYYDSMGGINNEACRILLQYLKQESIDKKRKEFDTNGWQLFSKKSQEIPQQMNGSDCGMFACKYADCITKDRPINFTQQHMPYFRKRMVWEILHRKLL
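Test system: recombinant human SENP1 catalytic domain, His6-tagged / Medium: pH 8 Tris buffer with EDTA, NaCl, BME, BSA, NP40, catalase / Also added: SUMO1 FRET substrate flanked by Cypet and Ypet, 25 nM / Times: 50 min reaction at room temperature / Signal: FRET, CFP and YFP emission / Control set: no-enzyme low control and enzyme-plus-DMSO high control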
PfGluPho inh = PfG6PD (Plasmodium falciparum) enzyme inhibition. 0.78% of 350,000 active. inhibition, % at 20 µM. PfGluPho enzyme, NADPH resazurin-diaphorase fluorescence;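 active means inhibition reaching at least a set limit at 20 µM in the primary screen, cut at about 59% in these data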;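 further: 0% = DMSO wells with substrate and 100% = DMSO wells lacking glucose-6-phosphate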
HKDC1 inh = blocks human hexokinase HKDC1 activity; recombinant HKDC1, G6PDH/diaphorase resazurin coupled fluorescence; AID 493160; inhibition, % at 20 µM; 0.16% of 340,000 active; Q2TB90;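 active means inhibition above about 35% when tested at 20 µM, limit read from the data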;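 further: plate controls were DMSO wells with enzyme for no effect and DMSO wells lacking enzyme for full effect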
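Incubation: 90 min at room temperature in dark / Material: recombinant HKDC1 (HK5) hexokinase enzyme, produced in-house / Quantity: enzyme 5 µg/mL final / Compound: one dose of 20 µM, 1% DMSO / Reagent: glucose and ATP substrates / Buffer or medium: Tris pH 8.0 buffer with MgCl2, Tween-20, BSA, BME / Technique: resorufin fluorescence at 613 nm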
Apaf1 inhib = inhibitors of human Apaf-1 apoptosome; O14727; reconstituted apoptosome caspase-3 activity, DEVD-Rh110 fluorescence; inhibition, % at 20 µM; 0.71% of 330,000 active; active means inhibition of at least 40% at 20 µM;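 further: plate controls were DMSO wells for no effect and DEVD-CHO caspase inhibitor wells for full effect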
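Material: reconstituted apoptosome with Apaf-1, cytochrome c, caspase-9, procaspase-3, dATP. Technique: Rh110 fluorescence intensity. Buffer or medium: pH 7.5 Hepes buffer with CHAPS, BSA, DTT. Times: 30 min plus 50 min, RT.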
SENP7 block = blocks the human protease SENP7; Q9BQF6; recombinant SENP7, Z-RLRGG-aminoluciferin luminescence, 40 min; 1.5% of 330,000 active; inhibition, % at 5 µM;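 active means inhibition above about 50% at the single test dose, limit read from the data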;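 further: plate controls were DMSO with enzyme for no effect and no enzyme buffer wells for full effect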
SENP8 block-1 = blocks the human protease SENP8; AID 2540; Q96LD8; inhibition, % at 10 µM; 1.2% of 330,000 active; purified SENP8, Z-RLRGG-aminoluciferin cleavage, luminescence; in the data active means inhibition above about 50%
Target sequence (Q96LD8 whole entry, looked up): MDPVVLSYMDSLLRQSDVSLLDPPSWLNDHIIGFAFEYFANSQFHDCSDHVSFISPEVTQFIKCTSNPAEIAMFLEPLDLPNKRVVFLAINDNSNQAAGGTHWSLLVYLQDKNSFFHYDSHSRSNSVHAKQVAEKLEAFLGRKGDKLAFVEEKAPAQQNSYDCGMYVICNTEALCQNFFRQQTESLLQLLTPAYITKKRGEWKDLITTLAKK
SENP6 block = SENP6 protease inhibition | Recombinant SENP6 catalytic domain, aminoluciferin luminescence | inhibition, % at 10 µM | 1.8% of 330,000 active;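 active means inhibition above about 50% at the single tested dose, limit read from the data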;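 further: plate controls were DMSO wells with enzyme for no effect and DMSO wells lacking enzyme for full effect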
Target sequence (Q9GZR1 628-1112 limits assumed): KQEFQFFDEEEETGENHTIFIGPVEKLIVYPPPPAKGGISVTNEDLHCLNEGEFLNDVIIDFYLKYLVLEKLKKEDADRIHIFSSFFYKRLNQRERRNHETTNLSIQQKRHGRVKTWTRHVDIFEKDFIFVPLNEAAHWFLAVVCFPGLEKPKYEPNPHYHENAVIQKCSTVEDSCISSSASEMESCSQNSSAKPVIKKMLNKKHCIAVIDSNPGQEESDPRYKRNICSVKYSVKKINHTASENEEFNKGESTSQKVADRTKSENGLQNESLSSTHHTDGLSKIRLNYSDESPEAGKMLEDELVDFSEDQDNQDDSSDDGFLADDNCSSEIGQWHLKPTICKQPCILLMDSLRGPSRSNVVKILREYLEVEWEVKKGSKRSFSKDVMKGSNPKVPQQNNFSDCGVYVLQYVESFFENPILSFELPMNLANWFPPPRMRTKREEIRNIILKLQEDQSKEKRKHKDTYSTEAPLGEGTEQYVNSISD
NALP3 yeast inh = NALP3 inhibition in yeast. inhibition, % at 10 µM. AID 2825. Yeast reconstituted NLRP3/ASC/caspase-1, beta-gal luminescence, 24 h. 0.39% of 330,000 active;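 active means inhibition of 50% or more; inactive means inhibition below 50%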;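 further: plate controls were induced DMSO wells for no effect and uninduced yeast grown without galactose for full effect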
SENP8 block-2 = SENP8 (human) protease inhibition | recombinant SENP8, Nedd8 substrate fluorescence | inhibition, % at 20 µM | 0.64% of 360,000 active | AID 602440; in the data active means inhibition mostly above about 40%, no sharp cut-off; inactive means mostly below about 27%
* = called active by the depositor; · = no result given.

smiles,SENP1 FRET inh,PfGluPho inh,HKDC1 inh,Apaf1 inhib,SENP7 block,SENP8 block-1,SENP6 block,NALP3 yeast inh,SENP8 block-2
CSc1nnc2c(n1)OC=Nc1ccc(Br)cc1-2,4,-18,5,-4,2,-2,-17,-4,39
Cc1c(NC(=O)Cc2ccccc2)cccc1C(=O)NN1C(=O)c2ccccc2C1=O,-1,-20,9,-8,-4,-10,-21,10,9
CCC1CCc2c(sc(NC(=O)c3ccoc3C)c2C(N)=O)C1 (stereo not given),-17,14,3,-8,2,-5,-5,25,-417
Cc1ccc(NC(=S)N2CCC(c3nc4ccccc4s3)CC2)cc1,1,-5,-1,3,2,6,9,23,0
CCOC(=O)N1CCN(C(=O)Cn2nc(-c3ccc(Cl)cc3)ccc2=O)CC1,1,-10,1,-12,-2,-3,4,10,-7
COc1ccc(N2CCN(C(=O)CCC(=O)NNc3nc4ccccc4c4nc(C)nn34)CC2)cc1,2,9,-2,20,4,12,-6,15,-2
Cc1nc2ccc([N+](=O)[O-])cc2c(=O)n1Cc1cccc(Br)c1,0,-4,-3,10,-10,-7,15,4,8
Oc1cccc(Nc2nc(-c3ccccc3)nc3ccccc23)c1,0,13,-4,10,-4,-4,10,17,-178
Cc1cc(N2CCN(S(=O)(=O)c3ccc4ccccc4c3)CC2)n2ncnc2n1,1,4,-6,2,11,6,3,1,7
COC(=O)c1[nH]c(C)c(/C(O)=C2\C(=O)C(=O)N(CCN(C)C)C2c2ccccc2OC)c1C (stereo not given),0,-8,-9,1,-14,-8,-15,-22,13
COC(=O)COc1ccc(-n2cnnn2)cc1,-1,-3,0,-3,1,-6,-3,8,0
Cc1cc(C)c2cc(CN(CCO)C(=O)Nc3ccc(F)cc3)c(=O)[nH]c2c1,2,3,2,11,6,4,-4,6,-41
Cc1ccc(OCC(O)CN2CCOCC2)c(C)c1 (stereo not given),0,-2,-4,5,5,-9,-19,14,2
Cc1occc1C(=O)Nc1cccc(C(F)(F)F)c1,-2,9,-2,12,11,-1,7,0,11
COc1ccc(C2N(c3cc(Cl)ccc3OC)C(=O)C3CCCN32)cc1OC (stereo not given),0,-2,-2,-4,-4,1,1,10,9
O=C(Nc1cccnc1Cl)c1cccc(S(=O)(=O)N2CCOCC2)c1,1,-9,2,-11,-6,9,-8,4,4
CCN(C[C@H]1N[C@@](C)(C(=O)OC)[C@H]2C(=O)N(Cc3ccccc3)C(=O)[C@@H]12)C(=O)c1ccccc1,1,-10,1,9,-10,-13,-9,5,4
N#Cc1nc(Cc2ccccc2)oc1N1CCCC1,5,-7,-2,9,0,0,-13,38,5
CC(=O)c1ccc2c(c1)C1C=CCC1C(C(=O)O)N2 (stereo not given),16,28,34,33,3,11,8,12,13
CC(=O)c1ccc(NC(=O)C2CCCN(c3ncnc4c3nc3n4CCCCC3)C2)cc1 (stereo not given),5,12,25,18,-2,5,1,12,10
CCn1cc([N+](=O)[O-])c(C(=O)Nc2ccc(Br)cn2)n1,2,-4,-14,1,0,7,-24,19,8
Cc1cccc(NC(=S)N(CCCN2CCOCC2)Cc2ccccn2)c1,1,-3,-8,-4,6,3,-7,2,17
O=C(NNC(=O)c1sccc1-n1cccc1)c1ccccc1,3,-9,-6,-5,-4,-3,-10,21,13
Cn1c(CC(=O)Nc2ccccc2F)nnc1SCC(=O)NC1CCCCC1,-1,8,1,5,-5,-12,-20,-11,-3
CCc1c(C)sc(NC(=O)c2cc(-c3ccc(O)cc3)on2)c1C#N,-1,16,-3,-10,8,-10,-2,4,-61
S=C(NCC1CCCO1)N1CCN(c2nc(-c3ccccc3)cs2)CC1 (stereo not given),1,7,-2,8,-9,-5,-30,0,3
Cc1ccc(NC(=O)c2ccc(CSc3nnc(-c4ccncc4)n3C)cc2)c(C)c1,1,5,5,-8,-5,-6,-15,-12,18
CCOc1ncccc1C(=O)OCC(=O)Nc1ccc(C)c(S(=O)(=O)N2CCOCC2)c1,2,-7,0,-1,2,4,13,-1,18
CCOC(=O)CSc1nnc(Cn2nnc3ccccc32)n1-c1ccc(F)cc1,1,-4,-3,-5,-2,-9,2,11,17
Cc1ccc(/C=C(\C#N)C(=O)Nc2ccccn2)o1,-19,12,-1,4,14,8,-36,-13,-69
N=c1ccn(Cc2cccc(F)c2)cc1,1,7,-8,-3,-1,-7,-16,2,7
CC(C(=O)Nc1ccccc1)N(C)CCOc1ccccc1 (stereo not given),1,9,-1,8,-10,-2,-8,21,15
COc1cc(NC(=S)N2CCCC(CO)C2)cc(OC)c1 (stereo not given),0,40,-6,5,-7,-9,-14,21,3
Cc1cc(SCC(=O)NCC(c2cccs2)N2CCOCC2)c(C)cc1Br (stereo not given),-1,3,-2,38,14,-7,-11,1,12
Cc1ccc(S(=O)(=O)NCCC(=O)NCc2ccccn2)cc1,2,-9,-7,1,-5,-5,-8,16,4
Nc1ccccc1-c1nnc(SCC(=O)Nc2ccccc2OC(F)F)[nH]c1=O,3,-9,-6,-5,6,6,-11,10,8
CC(=O)NC1(C(F)(F)F)NC(=O)N(CC(C)C)C1=O (stereo not given),4,2,-2,-5,-5,-2,1,10,14
CCC(=O)c1ccc(OCC(=O)OCC(=O)Nc2cccc(S(=O)(=O)N3CCOCC3)c2)cc1,-2,7,-3,·,·,·,·,·,-4
CC(=O)Nc1ccc(SC[C@H](C)CN2CC[C@H](O)CCC2=O)cc1,1,14,-6,-8,7,-6,-8,15,14
COc1cc(C=c2c3ccccc3n3c2cc(-c2ccccc2)[n+]3C)cc(OC)c1OC,-23,14,27,·,·,·,·,·,-304
C/C(=N/NC(=O)c1ccc(C(C)(C)C)cc1)c1cccnc1,3,-4,-1,2,1,-2,-6,11,22
c1ccc(-c2csc3nnc(SCc4ccc5c(c4)OCO5)n23)cc1,0,-7,-5,10,2,-14,-7,30,16
Cc1ccc(OCC(=O)Nc2cc(C(C)(C)C)on2)cc1C,-1,26,-3,21,-8,-14,-9,11,9
c1ccc2[nH]c(-c3cscn3)nc2c1,0,-5,-8,·,·,·,·,·,-4
Cc1cccc([C@@H]2[C@@H]3C(=O)N(Cc4ccccc4)C(=O)[C@@H]3[C@]3(C)C(=O)N(c4cccc(Cl)c4)C(=O)N23)c1,0,12,-4,12,-3,-3,-9,17,10
CCc1c(C)nc(SC(C(=O)O)c2ccccc2)c(C#N)c1C (stereo not given),2,-4,3,8,-5,-8,-5,-4,13
O=C(c1ccc(S(=O)(=O)N2CCCCCC2)cc1)N1CCN(c2ccccc2)CC1,2,0,-7,18,-1,-11,-3,14,5
CC1C(=O)N2CCCc3cc(S(=O)(=O)Nc4ccccc4F)cc1c32 (stereo not given),-15,-9,-4,-1,0,5,-7,19,4
CCOc1ccc(OCC)c(NC(=O)CCn2c(=O)oc3ccccc32)c1,2,6,-5,11,2,1,-17,31,10
COc1ccc(N(C(=O)c2ccco2)C(C(=O)NC2CCCC2)c2cc(OC)c(OC)c(OC)c2)cc1 (stereo not given),0,-14,-3,-3,2,3,2,7,3

Additional structures
smiles,SENP1 FRET inh,PfGluPho inh,HKDC1 inh,Apaf1 inhib,SENP7 block,SENP8 block-1,SENP6 block,NALP3 yeast inh,SENP8 block-2
CC1(C)CC(=O)C(N=Nc2cc(Cl)c(Cl)c(Cl)c2)=C(O)C1,2,-6,-6,4,3,2,3,7,40
COc1ccc(NC(=O)CSCC(=O)NCc2cccc(C(F)(F)F)c2)cc1,1,0,-2,4,-6,1,2,2,-2
Cc1ccc2c(c1)N(Cc1cccc(C#N)c1)C=NS2(=O)=O,-1,-3,-3,1,-1,4,16,1,13
Cc1cc(-c2csc(N)n2)c(C)n1-c1ccc(Cl)c(Cl)c1,19,13,-15,7,14,-3,-5,4,-16
Cc1nnc(SCC(=O)N/N=C/c2ccc(-c3ccc(C)c(Cl)c3)o2)s1,-36,8,3,25,11,1,0,6,-265
COc1cccc(NC2=CC(=O)CC(C)(C)C2)c1,-57,-5,2,-11,18,2,-11,6,-28
CNC(=S)NNC(=O)Cc1ccc(OC)c(OC)c1,0,-11,2,10,8,0,-20,0,20
Cc1ccc(CSCCNC(=O)c2cccc([N+](=O)[O-])c2)cc1,1,3,-5,10,3,-7,-7,31,22
COc1ccc(C(=O)NCCN2CCCC2)cc1[N+](=O)[O-],-1,-18,-5,7,1,-11,3,15,16
CCOc1ccc(CCNC(=O)c2cc(C)nc3ccccc23)cc1OCC,-4,3,-3,1,0,3,3,14,-20
CC(Nc1nc(-c2ccc(F)cc2)cs1)c1nc2cc(Cl)c(Cl)cc2n1CCCO (stereo not given),-1,27,7,12,-2,3,-1,2,-19
Cc1ccc(S(=O)(=O)N/N=C/c2ccc(C(=O)O)cc2)cc1,1,-3,-10,12,-12,-11,11,8,19
Cc1cc(=O)oc2cc(OCC(=O)N3CCN(C(=O)C4COc5ccccc5O4)CC3)c(Cl)cc12 (stereo not given),3,9,-1,9,3,-4,-11,-10,-98
CN1C(=O)CSc2ccc(NC(=O)NCc3cccnc3)cc21,2,4,-7,-28,4,0,-10,12,7
CCc1ccccc1NC(=O)C1CCCN(S(=O)(=O)c2c(C)noc2C)C1 (stereo not given),1,-10,-5,-2,-1,1,-14,17,17
COc1ccc(C(=O)N2CCN(C(C)=O)CC2)cc1S(=O)(=O)NCc1ccc(Cl)cc1,1,4,3,16,4,5,-3,6,15
NC(=O)Nc1cc(Cl)ccc1Cl,0,7,-6,-4,4,-1,-7,10,11
O=C(NCc1ccco1)/C(=C/c1ccc(Cl)cc1)NC(=O)c1ccco1,-9,-1,-7,5,-2,5,2,15,1
COc1ccc(CNC(=O)C2CCC(=O)N2C(C)C)c(OC)c1 (stereo not given),2,-6,-10,-24,5,-2,-15,0,13
CC(=O)c1c(N2CCOCC2)[nH]c(-c2ccccc2)nc1=S,-3,-17,5,6,-4,-6,3,8,2
CC1CCN(C(=O)Cn2cc(C(F)(F)F)ccc2=O)c2ccccc2S1 (stereo not given),2,-17,1,-1,-1,-2,11,9,4
